# ABCB6 inh 2 = inhibitors of human ABC transporter ABCB6; AID 602162; Q9NP58; actives 0.19% (n = 360,000); K562-ABCB6 porphyrin accumulation, flow cytometry, 1 h; stronger effect = lower value; fluorescence ratio to DMSO, % at 10 µM;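 active = fluorescence ratio to DMSO below 75%, the collection mean minus 3 SD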;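 also: signal is porphyrin accumulated inside mitochondria; 100% equals median channel fluorescence of DMSO control wells; lower ratio means ABCB6 inhibition with less porphyrin fluorescence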
# aDG glyco up = alpha-DG glycosylation activation; Pro5-aDG cells, alpha-DG glycosylation AlphaScreen (IIH6); 0% Pro5, 100% B10-LARGE cell signal; actives 0.22% (n = 360,000); activation, % at 10 µM;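 active = activation of at least 8% versus controls, or a plate z-score of at least 8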;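 also: Pro5 are CHO cells carrying HIG-tagged alpha-DG that lacks glycosylation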
# Exocytosis inh = lytic granule exocytosis inhibition | actives 0.66% (n = 360,000) | AID 651702 | TALL-104 LAMP-1 surface exposure, flow cytometry; cells stimulated with thapsigargin and PMA | inhibition, % at 10 µM;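 active = inhibition above about 55%, limit read from the data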
# MC4R ag barr = human MC4R agonism via beta-arrestin | U2OS MC4R beta-arrestin complementation, luminescence; percent of melanotan II response, DMSO zero | activation, % at 8.9 µM | actives 0.98% (n = 360,000) | AID 540308;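 active = activation above a per-plate cutoff, the mean activation of sample wells on that plate plus 3 SD, cut at about 8% in these data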
# Target sequence (P32245 whole entry, looked up): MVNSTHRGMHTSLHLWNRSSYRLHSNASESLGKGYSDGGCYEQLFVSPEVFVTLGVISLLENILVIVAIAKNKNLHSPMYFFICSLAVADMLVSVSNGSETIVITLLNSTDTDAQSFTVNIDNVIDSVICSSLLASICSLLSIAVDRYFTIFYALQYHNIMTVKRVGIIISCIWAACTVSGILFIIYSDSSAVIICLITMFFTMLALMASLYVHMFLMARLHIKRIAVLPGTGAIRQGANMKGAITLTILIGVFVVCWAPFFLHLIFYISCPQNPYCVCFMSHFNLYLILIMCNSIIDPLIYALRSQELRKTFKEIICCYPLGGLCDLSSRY
# m5-HT2A agonist = activates the mouse 5-HT2A serotonin receptor; CHO-K1 mHTR2A beta-arrestin complementation, luminescence; percent of 30 µM serotonin response; activation, % at 7.6 µM; actives 0.66% (n = 360,000); AID 624169;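 active = activation above a run cutoff, the mean activation of all tested compounds plus 3 SD, cut at about 14% in these data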;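 also: 0% = plate median of compound wells and 100% = 30 µM serotonin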
# Target sequence (P35363 whole entry, looked up): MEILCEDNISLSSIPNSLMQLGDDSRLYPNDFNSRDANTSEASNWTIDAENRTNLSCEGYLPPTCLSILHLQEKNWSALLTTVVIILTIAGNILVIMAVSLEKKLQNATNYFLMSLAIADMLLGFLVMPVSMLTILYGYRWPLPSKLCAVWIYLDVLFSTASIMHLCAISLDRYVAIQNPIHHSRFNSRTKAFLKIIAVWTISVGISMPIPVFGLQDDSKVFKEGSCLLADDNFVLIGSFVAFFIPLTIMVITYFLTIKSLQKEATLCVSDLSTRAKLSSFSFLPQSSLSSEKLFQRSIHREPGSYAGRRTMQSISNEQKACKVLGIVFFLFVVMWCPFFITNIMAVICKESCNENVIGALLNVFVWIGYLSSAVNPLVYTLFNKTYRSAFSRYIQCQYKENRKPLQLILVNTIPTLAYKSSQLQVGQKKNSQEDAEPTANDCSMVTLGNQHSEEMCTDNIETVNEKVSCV
# hiPSC survival = increases survival of single human iPS cells; AID 602274; actives 0.044% (n = 360,000); hiPSC single-cell survival, ATPlite luminescence; 100% = ROCK inhibitor wells, 0% = DMSO; survival enhancement, % at 20 µM; in the data active = survival enhancement above about 18%;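 also: cells exposed to compounds for 16 hours before the ATP read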
# N-glyco inh = blocks N-linked glycosylation in D54 reporter cells; reporter increase, % at 12.5 µM; D54 ERlucT glycosylation luciferase reporter, 24 h; percent of 100 nM tunicamycin response; actives 0.23% (n = 360,000);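 active = mean luciferase reporter signal, scaled so untreated is 0 and the glycosylation-blocking control 100, at or above a set limit in every replicate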;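 also: luciferase carries N-glycosylation sites so blocking glycosylation raises the light; 0% = median of neutral control wells and 100% = median of 100 nM tunicamycin wells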
# ABHD5-PLIN5 inh = blocks binding of human ABHD5 to perilipin-5. inhibition, % at 4 µM. actives 0.78% (n = 360,000). Q00G26+Q8WTS1. Split G. princeps luciferase complementation, luminescence, 4 h. AID 602281;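 active = inhibition above the mean inhibition across every tested compound plus 3 SD, cut at about 22% in these data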;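 also: 0% = DMSO only wells and the 100% control is not disclosed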
# Cardio protect = modulators protecting cardiomyocytes from myocardial damage; protection from H2O2 cell death, % at 20 µM; H9c2 cardiomyocytes, H2O2 injury protection, ATPLite, 2 h; AID 588492; actives 0.63% (n = 360,000);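 active = compounds giving at least 50% protection of heart cells from peroxide-induced death in the single-dose screen, raw or plate-pattern-corrected value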;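 also: 0% = DMSO wells with peroxide and 100% = DMSO wells without peroxide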
# MC4R antag cAMP = human MC4R antagonism in cAMP assay | MC4R-expressing cells, MTII-stimulated cAMP, LANCE TR-FRET | inhibition, % at 6.5 µM | actives 0.48% (n = 360,000) | AID 540295;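 active = inhibition above its plate's cutoff, the mean of tested wells on that plate plus 3 SD, cut at about 29% in these data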;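 also: 0% = Melanotan II alone and 100% = Melanotan II plus saturating MCL0020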
#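 System: U2OS cells stably expressing human melanocortin 4 receptor (MC4R). Reagent: Melanotan II challenge after compound preincubation. Doses: 6.5 µM. Times: 30-min compound, 1-h challenge, 1-h detection, room temperature. Measured by: TR-FRET with Eu-cAMP and labeled anti-cAMP, 671 nm. Replicates: singlicate.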
# * = called active by the depositor; / = not tested or not shown.
SMILES,ABCB6 inh 2,aDG glyco up,Exocytosis inh,MC4R ag barr,m5-HT2A agonist,hiPSC survival,N-glyco inh,ABHD5-PLIN5 inh,Cardio protect,MC4R antag cAMP
Cc1ccc(NC(=O)CN(C)C(=S)NC2CC2)cc1,96,0.4,0,-3.0,-2,1.0,4,-2,-7,-4
CCOC(=O)c1cc(-c2cccs2)nn1CCC#N,84,0.0,-2,-1.4,9,-0.8,0,5,2,1
CCN1CC(C)(C)N(C(=O)c2ccccc2)CC1(C)C,91,0.1,6,-2.6,-3,-0.3,1,-4,2,2
CC(C)(C)OC(=O)NCCC(=O)N/N=C/c1ccc2nccnc2c1,97,0.2,0,-1.1,-6,-0.5,3,-6,-2,5
COc1cccc(Cn2nnc(C(=O)Nc3ccc(C)cc3)c2N)c1,97,0.3,-1,-0.3,-5,-1.7,0,-5,-2,-8
CCN(C=NC1=NN(c2cccc(C(F)(F)F)c2)CC1)CC,98,0.0,2,-0.5,-4,1.9,3,-1,-2,0
Cc1c(/C=N/NC(=O)COc2ccccc2[N+](=O)[O-])c2ccccc2n1C,116,0.0,-14,-0.5,-1,0.7,5,2,38,-39
O=C(c1ccc(Cn2cc([N+](=O)[O-])cn2)o1)N1N=C(C(F)F)CC1(O)C(F)F (stereo not drawn),99,0.4,2,-0.6,3,2.7,-1,-2,-1,6
Nc1cc(C(=O)OCC(=O)N2CCN(C(=O)COC(=O)c3ccc(Cl)c(N)c3)CC2)ccc1Cl,90,-0.2,0,2.0,-2,0.4,0,-6,3,6
Cc1ccc2nc(-c3cccc(Br)c3)c(Cc3ccccc3)n2c1,98,0.4,-3,/,-5,0.1,-1,2,-4,/
COc1ccc(NC(=S)N(Cc2ccc(N(C)C)cc2)Cc2ccco2)cc1,94,-0.2,-6,-1.9,2,0.7,2,0,-8,-4
CCN(C(=O)c1cnc(N2CCN(c3ncccn3)CC2)c2ccccc12)c1cccc(Cl)c1,87,-0.2,-1,-0.2,7,1.3,-3,2,-4,11
NC(=O)c1ccc(NC(=O)CNC(=O)c2sc3ccccc3c2Cl)cc1,101,-0.3,-1,-1.3,2,0.3,1,2,-14,10
Cc1ccc(-c2nc3ccccc3s2)cc1S(=O)(=O)N1CCOCC1,94,0.2,1,1.3,-2,1.3,2,-1,5,18
FC(F)(F)c1ccc(Cl)c(N/N=C/c2ccc(N3CCOCC3)s2)c1,107,-0.3,-1,-1.8,6,0.2,3,-6,-2,3
CCCC(O)(c1ccc(Cl)cc1)C(CN1CCOCC1)c1ccc(Cl)cc1 (stereo not drawn),89,0.2,-1,1.4,9,-0.7,-10,-6,-20,20
COc1c(C)cc(S(=O)(=O)NCc2ccco2)c(C)c1C,97,0.1,-2,-0.5,-4,-0.5,2,-3,3,-2
O=C(Nc1ccc(N2CCOCC2)cc1)C1=NN(c2ccccc2)C(=O)CC1,103,-0.2,12,-0.3,-3,-0.3,0,-7,-3,2
O=C(NCc1nnnn1-c1ccc(F)c(F)c1)c1ccc2c(c1)OCO2,101,0.0,-16,-0.8,2,-0.1,0,-6,2,1
CN(CC(=O)Nc1ccc(Cl)cc1)C(=O)c1cc(-c2cccs2)nn1-c1ccccc1,101,0.0,2,-0.3,-1,0.0,1,2,7,13
COC(=O)C1=C(C)Nc2nnnn2C1c1cc(OC)ccc1OC (stereo not drawn),109,-0.1,4,-0.8,8,-0.6,0,3,-2,7
CS(=O)(=O)C1=NN2C(=N)/C(=C\c3ccc(OC(=O)c4ccco4)cc3)C(=O)N=C2S1,100,-0.1,0,0.9,1,1.1,2,11,6,-10
O=C(Nc1ccccc1Br)c1ccc(OC(=S)N2CCOCC2)cc1,95,0.6,0,-0.8,-3,-0.8,-2,-2,-5,2
N#Cc1c2ccc(O)cc2n2ccccc12,104,0.1,-6,2.3,1,-1.5,-13,1,69*,-13
FC(F)(F)C1=CC(c2ccccc2)=NCCN1,95,-0.1,-5,0.8,-1,5.5,0,-6,2,0
SMILES,ABCB6 inh 2,aDG glyco up,Exocytosis inh,MC4R ag barr,m5-HT2A agonist,hiPSC survival,N-glyco inh,ABHD5-PLIN5 inh,Cardio protect,MC4R antag cAMP
COc1ccc(NC2=CC(c3ccc(OC)cc3)N(c3ccc(OC)cc3)C2=O)cc1 (stereo not drawn),106,0.0,0,0.7,1,-2.7,-1,-25,-5,2
Cc1ccc(S(=O)(=O)/C(C#N)=C/c2c(N3CCOCC3)nc3ccccn3c2=O)cc1,87,-0.1,0,0.6,-1,-0.2,0,2,3,6
CCc1ccc(CN(C)C(=O)C2CCC(=O)N(CCc3ccc(OC)cc3)C2)nc1 (stereo not drawn),93,0.1,-2,-3.3,-3,0.4,0,2,1,6
Cc1ccc(C(=O)OCC(=O)N2CCC(c3ccccc3)=N2)cc1,90,0.0,-1,-1.3,-2,-2.5,1,4,-4,2
CSCCC1NC(=O)N(CC(=O)Nc2cccc3ccccc23)C1=O (stereo not drawn),98,0.1,1,0.8,6,6.1,4,1,-4,8
COC(=O)C1=C(C)NC(C)=C(C(=O)OC)C1c1ccccc1OCc1c(C)no[n+]1[O-],103,-0.1,-2,0.0,2,-0.4,-1,6,-4,5
O=C(Nc1ccc2c(c1)OCCO2)c1cncc(Br)c1,96,0.1,-1,-1.9,-2,-2.3,-11,-5,-9,-4
Cc1ccccc1NC(=O)Cc1nnc(SCC(=O)c2ccc(Br)cc2)n1C,97,0.1,-4,-0.4,-6,2.2,-3,-4,-5,-1
COc1cc(C(=O)Nc2ccncc2)c([N+](=O)[O-])cc1OC,101,-0.1,2,-1.0,4,-0.6,0,-6,-2,-1
CCCc1c(C(=O)N2CCN(c3ccccc3OC)CC2)cnn1-c1ccccc1,96,-0.1,3,-3.5,4,0.2,2,0,0,2
CCCCCNC(=O)C(c1ccccc1)n1c(=O)c(-c2cc3ccccc3[nH]2)nc2ccccc21 (stereo not drawn),/,1.2,-1,/,-2,/,/,-6,/,/
COCCNC(=O)C1(C)CCCN(C(=O)c2c(-c3ccccc3)noc2C)C1 (stereo not drawn),95,0.1,-7,1.4,3,-3.1,1,4,3,7
CCC(C)NC(=O)c1ccc2nc(Cc3ccc(OC)cc3)oc2c1 (stereo not drawn),95,0.1,-11,-1.0,-3,-0.9,0,4,4,4
COC(=O)c1ccccc1NC(=O)CNc1cc(OC)c(OC)cc1C,123,-0.5,-9,-1.2,-1,1.9,5,-11,3,4
COC1=CC(=O)C=C(OC)C1=O,99,-0.3,78*,-2.9,8,-2.9,-9,79*,-47,-9
O=C(Nc1ccc2c(c1)OCO2)c1ccc(Br)s1,102,0.0,1,0.8,2,-1.9,-11,-9,-13,1
Cn1c(N)cc(=O)[nH]c1=S,107,0.3,-3,-1.6,4,-1.9,1,2,0,-4
O=C(CSc1nnc(CNC(=O)c2ccc(F)cc2)o1)c1ccccc1,101,-0.1,0,0.4,-8,0.0,/,-7,-6,18
Cc1[nH]c2ccc(F)cc2c1CCN(Cc1ccncc1)C(=S)Nc1cccc(F)c1,98,-0.1,-2,-0.3,6,-1.6,-2,-8,-1,2
Cc1ccc(CN(CC(O)COc2cccc3[nH]cc(C)c23)C(C)(C)C)cc1 (stereo not drawn),97,0.2,3,3.8,-2,0.2,-10,5,3,2
CCOc1cccc(C(=O)NC(c2ccccc2)C(C)C)c1 (stereo not drawn),94,3.0,2,0.1,1,-0.2,-2,11,2,2
CSc1ccccc1NC(=O)c1cccc(S(=O)(=O)N2CCN(C)CC2)c1,97,0.1,0,-1.8,-4,1.6,3,-2,0,8
CCOC(=O)N1CCN(S(=O)(=O)c2ccc(C(=O)N(CCCN(C)C)c3nc4ccc(Cl)cc4s3)cc2)CC1,102,0.7,45,-2.7,0,-0.4,-3,11,-22,1
Cc1cc(NC(=O)CSC2=NS(=O)(=O)c3ccccc3N2)no1,100,-0.3,-7,-3.1,-3,0.6,1,2,-3,12
Cc1cccc2cc(/C=N/NC(=O)c3ccncc3)c(Cl)nc12,102,0.1,-6,-3.4,-2,0.4,0,1,13,-3
SMILES,ABCB6 inh 2,aDG glyco up,Exocytosis inh,MC4R ag barr,m5-HT2A agonist,hiPSC survival,N-glyco inh,ABHD5-PLIN5 inh,Cardio protect,MC4R antag cAMP
Cc1cc(C)c(NC(=O)COC(=O)c2cc([N+](=O)[O-])ccc2N2CCOCC2)c(C)c1,96,-0.1,-1,0.5,1,-0.4,-2,3,3,-6
Clc1ccc(-c2nc3cnccn3c2NC2CCCC2)cc1,97,0.7,10,6.5,3,-0.9,-1,-8,-3,1
CCOc1ccc(N2C(=O)CC(N(CCc3ccc(S(N)(=O)=O)cc3)C(C)=O)C2=O)cc1 (stereo not drawn),94,0.0,-2,-1.5,-1,-0.7,0,0,-2,9
O=C(COC(=O)COc1cccc(F)c1)NCCC1=CCCCC1,95,0.1,1,-3.9,6,5.0,2,-1,2,-1
CN(C)CC1CCC/C(=C/c2ccc(Cl)cc2)C1=O (stereo not drawn),91,-0.5,48,-2.8,1,-1.6,0,5,-16,5
COc1ccc(C(=O)NCC(=O)N2CCN(C(=O)c3ccco3)CC2)cc1[N+](=O)[O-],105,0.0,2,1.6,5,-1.2,0,-7,0,14
O=C(O)COc1ccc(NC(=O)c2ccc3c(c2)C(=O)N(Cc2ccccc2)C3=O)cc1,107,0.4,2,-4.8,-4,-0.5,1,-12,-3,-1
CC(C)CCn1c(CN2CCN(Cc3ccccc3)CC2)nc2c1c(=O)[nH]c(=O)n2C,97,-0.2,0,0.2,-1,-2.3,3,-4,13,16
O=C(NCc1ccc2c(c1)OCO2)c1ccc(N2C(=O)C3CCCCC3C2=O)cc1 (stereo not drawn),93,-0.3,2,0.0,-2,2.6,0,5,-7,-1
CC1=C(C(=O)Nc2cc(C)ccc2C)C(c2cccs2)NC(=S)N1 (stereo not drawn),89,-0.3,-3,-1.4,1,-1.5,-1,-2,6,1
COc1ccc(C(=O)N2CCN(c3c(C)cccc3C)CC2)cc1OC,86,-0.1,-1,-1.0,-3,2.0,-9,-1,18,1
CNC[C@H](CC1CCCCC1)NC[C@H](CO)NCC1(c2ccccc2)CC1,91,-0.1,-2,0.7,-4,-1.9,-5,3,15,0
O=C(OCc1ccc([N+](=O)[O-])cc1)c1ccc(N2CCCC2)c([N+](=O)[O-])c1,96,0.3,4,-2.7,4,2.3,-3,-2,-12,0
CCC(CO)NCc1ccc2c(c1)n(C)c(=O)n2C (stereo not drawn),102,-0.1,-2,1.6,0,2.9,-1,0,1,-4
C=CCn1c(SCC(=O)NC2CC2)nnc1-c1cccc(OC)c1,106,-0.1,-11,-2.6,1,-0.2,1,-1,0,0
CC(C)C(=O)N1CCN(c2nc(-c3ccc(Cl)cc3)cs2)CC1,103,1.1,-3,-0.6,-1,-0.5,-3,-6,-18,19
CC(=O)Nc1ccc(S(=O)(=O)Nc2nnc(C3CCCCC3)s2)cc1,95,-0.2,2,-1.1,-3,1.3,1,5,-5,-2

# 3 compounds already listed, arranged by the number in N-glyco inh, highest first.
canonical_smiles | N-glyco inh
CCOc1ccc(N2C(=O)CC(N(CCc3ccc(S(N)(=O)=O)cc3)C(C)=O)C2=O)cc1 (stereo not drawn) | 0
CC1=C(C(=O)Nc2cc(C)ccc2C)C(c2cccs2)NC(=S)N1 (stereo not drawn) | -1
CNC[C@H](CC1CCCCC1)NC[C@H](CO)NCC1(c2ccccc2)CC1 | -5

# Compound activity: PubChem, several laboratories
